Source: PubChem BioAssay (National Center for Advancing Translational Sciences (NCATS))
GALK inh = inhibitors of human galactokinase (GALK); P51570; recombinant GALK, Kinase-Glo ATP luminescence, 1 h; Potency, µM (titrated, usually from 57.5 µM), for inactives: at the top dose activity, negative = inhibition, actives largely listed as inhibitors; 44,000 tested, under 10 active; AID 1347072;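 also: plate controls were full GALK reaction for no effect and reaction lacking GALK for full effect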
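5 nM GALK; 35 uM ATP; 100 uM D-galactose; 20 mM HEPES pH 8.0, 5 mM MgCl2, 60 mM NaCl, 1 mM DTT, 0.01% BSA; 1 h RT; Kinase-Glo Plus luminescence.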
p53null 32C kill = p53 null cell cytotoxicity, permissive temperature. H1299-neo p53 null cells, ATP luminescence, 24 h, 32C. Potency, µM (highest dose often 46.1 µM), for the others: at the top dose activity change, negative = cytotoxicity, most hits filed as cytotoxic. 55,000 compounds, 0.62% hits;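 also: potency is read from the fitted curve at half-maximal effect; 0% = DMSO only and -100% = full killing by 100 µM tamoxifen; nearly all actives have a fitted effect of over 55% in size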
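H1299-neo, 600 cells/well; overnight 37C; cpd up to 46 uM, 24 h at 32C; ATPlite luminescence after 20 min RT; normalized to DMSO (0%) and tamoxifen 100 uM (100% kill); Hill-fit AC50.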
p53null 39C tox = selectivity test: cytotoxicity in p53 null cells, nonpermissive temperature; 55,000 compounds, 0.97% hits; AID 904; H1299 p53-null (neo) cells, 39C, ATPlite viability, 24 h; Potency, µM (highest dose often 46.1 µM), without a hit: at the top dose activity, negative = cell killing, actives largely listed as cytotoxic;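 also: potency is read from the fitted curve at half-maximal effect; 0% = DMSO only and -100% = full killing by 100 µM tamoxifen; nearly all actives have a fitted effect of over 50% in size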
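Cells seeded at 600/well, 37C overnight. Compound added (up to 46 uM), plates shifted to 39C for 24 hr. ATPlite added, luminescence read after 20 min at room temperature.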
FH mod = Identification of activators of human fumarate hydratase by quantitative high-throughput screening; Potency, µM (series often up to 79.9 µM), inactives show at the highest dose activity change, negative = inhibition, actives largely listed as inhibitors; 54,000 compounds, 0.22% hits; FH coupled MDH/diaphorase resazurin fluorescence, 15 min; Fumarate hydratase, mitochondrial (Homo sapiens), P07954; AID 1347055, 2019; also: potency is read from the fitted curve at half-maximal effect; % is scaled to controls: 0 for no effect and ±100 for the full control effect; the screen sought activators but most active calls are inhibition curves; nearly all actives have a fitted effect of over 45% in size
TSG101-PTAP inh = inhibitors of HIV-1 PTAP binding to human TSG101, validation. AID 1347069. 44,000 tested, under 10 active. Potency, µM (top dose mostly 115 µM), without a hit: at the top dose activity change, negative = inhibition, most hits filed as inhibitors. Fluorescence polarization, FITC-PTAP peptide/Tsg101, 20 min. Q99816; also: potency is read from the fitted curve at half-maximal effect; 0% is about no effect
Target sequence (Q99816 whole entry, looked up): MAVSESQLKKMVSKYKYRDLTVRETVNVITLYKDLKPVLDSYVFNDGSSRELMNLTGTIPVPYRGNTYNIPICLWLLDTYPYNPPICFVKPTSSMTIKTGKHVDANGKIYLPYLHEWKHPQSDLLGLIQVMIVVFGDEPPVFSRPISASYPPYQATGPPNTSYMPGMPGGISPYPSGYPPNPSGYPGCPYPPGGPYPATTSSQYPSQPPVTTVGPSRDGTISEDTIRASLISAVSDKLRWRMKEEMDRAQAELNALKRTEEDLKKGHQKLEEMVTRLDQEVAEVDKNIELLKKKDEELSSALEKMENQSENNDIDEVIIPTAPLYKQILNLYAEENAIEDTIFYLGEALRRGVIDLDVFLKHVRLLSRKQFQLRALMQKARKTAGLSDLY
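Compounds pinned into 10 uM Tsg101 binding domain, then 50 nM FITC-PTAP peptide added in pH 7.5 HEPES buffer; FP read after 20 min, room temperature. Total S+P intensity flags fluorescent compounds; active cut-off <25 µM, efficacy <60%.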
NTMT1 inh = NTMT1 methyltransferase inhibition; Potency, µM (doses to about 114 µM), inactives show at the top dose activity change, negative = inhibition, actives largely listed as inhibitors; NTMT1 MTase-Glo SAH luminescence, purified enzyme; 59,000 compounds, 2.5% hits;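 also: potency is read from the fitted curve at half-maximal effect; plate controls were DMSO vehicle for no effect and no enzyme for full effect; nearly all actives have a fitted effect of over 65% in size; many of its hits are not listed in these tables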
Target sequence (Q9BV86 whole entry, looked up): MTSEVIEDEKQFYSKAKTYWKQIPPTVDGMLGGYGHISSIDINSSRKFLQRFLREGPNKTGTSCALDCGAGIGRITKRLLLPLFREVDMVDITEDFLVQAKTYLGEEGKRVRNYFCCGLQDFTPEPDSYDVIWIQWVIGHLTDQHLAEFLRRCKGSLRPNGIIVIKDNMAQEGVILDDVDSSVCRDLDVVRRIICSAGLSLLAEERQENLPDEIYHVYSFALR
B2AR arrestin ag = beta-arrestin recruitment by human beta2-adrenergic receptor ligands | AID 1347077 | 44,000 tested, under 10 active | Potency, µM (doses to about 46.1 µM), for the others: at the top dose activation, most hits filed as activators | HTLA Tango cells, beta-arrestin recruitment, luciferase luminescence, 18 h | P07550;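 also: potency is read from the fitted curve at half-maximal effect; 0% = DMSO and full agonism = EC100 isoproterenol or metaproterenol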
Target sequence (P07550 whole entry, looked up): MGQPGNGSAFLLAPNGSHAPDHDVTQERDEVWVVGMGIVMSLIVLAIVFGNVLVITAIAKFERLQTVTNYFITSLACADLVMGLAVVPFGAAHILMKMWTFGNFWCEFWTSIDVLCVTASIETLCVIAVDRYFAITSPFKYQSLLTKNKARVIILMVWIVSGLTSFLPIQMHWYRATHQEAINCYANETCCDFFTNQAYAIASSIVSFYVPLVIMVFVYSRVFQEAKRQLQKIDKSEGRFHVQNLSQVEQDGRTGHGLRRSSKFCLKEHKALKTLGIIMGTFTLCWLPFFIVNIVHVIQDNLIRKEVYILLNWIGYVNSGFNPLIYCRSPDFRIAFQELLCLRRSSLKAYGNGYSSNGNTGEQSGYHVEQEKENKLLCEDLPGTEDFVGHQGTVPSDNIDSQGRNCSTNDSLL
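Tango cell line, 1% FBS DMEM; cpd titration up to 46 microM; 18 hr, 37 degrees C, 5% CO2. Luciferin/ATP substrate mix added, 15 min RT, luminescence. %Activity, CRC fitting, curve-class categorization.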
* marks the source's active call; other numbers are inactive results; ? = inconclusive; . = no result given; [ ] = dose if it differs, or a comment. Calls follow the shape of the dose curve; as a rule, active = well fitted curve in the direction sought with a large enough effect; inconclusive = small, poorly fitted or top-dose-only effect, or another doubt; inactive = no such curve, though single readings can be large; an effect the other way counts as inactive or inconclusive.

cpd	canonical_smiles	GALK inh	p53null 32C kill	p53null 39C tox	FH mod	TSG101-PTAP inh	NTMT1 inh	B2AR arrestin ag
1	CCOC(=O)Cc1ccc(NC(=O)Nc2nnc(N3CCCCC3C)s2)cc1 (stereo unspecified)	3.4%	37.6%[activator]	61.2%[activator]	-20.1%	-2.5%	-5.7%	-3.5%
2	CCc1cccc(C)c1NC(=O)CN1CCCN(Cc2ccccc2Cl)S1(=O)=O	-0.2%	-4.1%	-0.9%	-0.6%	-1.2%	8.5%	-0.3%
3	COc1cccc(CNc2ncnc3onc(C)c23)c1	2.8%	3.1%	5.6%	-0.8%	-4.0%	9.0%	2.3%
4	Cc1cccc(OCC(=O)Nc2ccc3nc(SCc4ccccc4)sc3c2)c1	2.8%	1.4%	?	-9.9%	2.2%	8.7%	-3.1%
5	CN(C)c1ccc(CNC(=O)C2CCN(S(=O)(=O)c3ccc4[nH]c(=O)ccc4c3)CC2)cc1	1.0%	0.3%	19.6%	-7.9%	0.0%	-10.4%	-0.3%
6	COc1ccc(Cl)cc1NC(=O)c1c(NCc2cccnc2)sc2c1CCCC2	-1.9%	8.8%	0.5%	2.0%	-11.7%	6.8%	0.1%
7	Cc1cc(Br)ccc1NC(=O)c1ccc(NS(=O)(=O)c2c(C)noc2C)cc1	-0.4%	13.4%	-2.5%	-7.4%	-3.9%	13.1%	0.7%
8	COc1ccc(C(=O)Oc2ccc(C3NC(=O)c4c(sc5c4CCN(C)C5)N3)cc2OC)cc1 (stereo unspecified)	2.1%	2.6%	-3.8%	-27.6%	-0.6%	?	-0.1%
9	COc1ccc(Cn2c(SCc3ccc(C(=O)NC4CCCC4)cc3)nc3cccnc32)cc1	1.7%	0.6%	-13.2%	4.5%	4.7%	1.3%	0.4%
10	CC(C)c1cccc(C(C)C)c1NC1=NS(=O)(=O)c2ccccc21	3.2%	6.6%	-1.3%	1.3%	-6.9%	-8.5%	0.0%
11	O=C(/C=C/c1ccccc1)N1CCN(Cc2cc(=O)n3nc(-c4ccccc4F)sc3n2)CC1	-1.3%	-8.3%	6.9%	-17.3%	0.6%	-2.9%	0.0%
12	COc1ccccc1NC(=O)c1c(C)cc(C)nc1SCC(=O)Nc1ccc(C)c(C)c1	-4.1%	4.8%	0.4%	-17.2%	0.1%	9.3%	-4.2%
13	Cc1ccc(NC(=O)c2sc3nc(-c4cc5ccccc5oc4=O)[nH]c(=O)c3c2C)c(C)c1	-2.3%	0.0%	-8.2%	-1.6%	0.9%	32.1%[activator]	-0.8%
14	CC(=O)Nc1ccc(S(=O)(=O)N2CCC(n3c(C)nc4cccnc43)CC2)cc1	-1.1%	0.8%	9.5%	-1.7%	0.0%	5.3%	-1.0%
15	Oc1c(C(c2ccccc2F)N2CCN(Cc3ccccc3)CC2)sc2nc(-c3ccco3)nn12 (stereo unspecified)	3.9%	4.9%	-2.3%	?	2.4%	-3.2%	-0.8%
16	Cc1cc2c(cc1S(=O)(=O)CCC(=O)N1CCCCC1C)OCC(=O)N2 (stereo unspecified)	1.7%	-0.2%	?	-10.0%	-5.1%	4.6%	4.0%

Quoted at random: two entries already listed.
cpd	canonical_smiles	GALK inh	p53null 32C kill	p53null 39C tox	FH mod	TSG101-PTAP inh	NTMT1 inh	B2AR arrestin ag
10	CC(C)c1cccc(C(C)C)c1NC1=NS(=O)(=O)c2ccccc21	3.2%	6.6%	-1.3%	1.3%	-6.9%	-8.5%	0.0%
9	COc1ccc(Cn2c(SCc3ccc(C(=O)NC4CCCC4)cc3)nc3cccnc32)cc1	1.7%	0.6%	-13.2%	4.5%	4.7%	1.3%	0.4%

Other entries follow:
cpd	canonical_smiles	GALK inh	p53null 32C kill	p53null 39C tox	FH mod	TSG101-PTAP inh	NTMT1 inh	B2AR arrestin ag
17	COc1cc(Cl)c(C)cc1NC(=O)c1cc2ccc3cccnc3c2[nH]1	0.8%	20µM*	-9.8%	10.6%	-7.5%	-6.1%	1.4%
18	COc1ccc(Br)cc1C(=O)Nc1ccc(-c2nc3cc(Cl)ccc3o2)cc1	0.0%	0.6%	-8.1%	11.1%	3.7%	23.4%	-0.5%
19	O=C(Nc1ccc2oc(-c3ccncc3)nc2c1)c1ccccc1Cl	0.0%	-6.6%	12.3%	-2.2%	-2.6%	8.0%	-1.9%
20	O=C(Nc1cccc(Br)c1)c1cc(-c2ccc3c(c2)OCCO3)on1	2.2%	?	?	-7.2%	1.1%	-2.5%	-3.7%
21	CCN1C(=O)C(Cc2nc3ccccc3c(=O)n2-c2ccc(OC)cc2)c2ccccc21 (stereo unspecified)	8.0%	2.1%	-13.7%	-8.5%	0.1%	-3.1%	-1.9%
22	COc1ccc(CCNCc2c(C(=O)O)c(C)n(Cc3cccc(C)c3)c2C)cc1OC	4.7%	0.8%	-8.5%	-9.2%	0.5%	5.2%	-2.5%
23	O=C(NCc1noc2ccccc12)N1CCN(c2ccccc2)CC1	3.7%	0.5%	-17.7%	14.0%	-5.2%	1.7%	-0.4%
24	COc1cc(C(=O)Nc2cccc(OCc3cc(=O)n4c(C)csc4n3)c2)cc(OC)c1OC	-1.5%	5.4%	7.6%	-7.4%	3.4%	-8.3%	0.6%
25	COc1ccc(NC(=O)Cn2c(SCc3ccc(F)cc3)nc3cccnc32)c(OC)c1	-5.2%	?	-18.8%	0.7%	-1.1%	2.5%	2.0%
26	CCN(Cc1ccccc1)C(=O)CCc1c(C)nc2c(c(C)nn2-c2ccc(C)c(C)c2)c1C	0.3%	-1.0%	-18.3%	-2.4%	-3.4%	3.2%	0.8%
27	CC(=O)c1ccc(NC(=O)c2ccc(NC(=O)CCS(=O)(=O)c3cccs3)cc2)cc1	2.0%	?	-42.3%	-19.0%	-5.9%	4.4%	-0.3%
28	CCSc1nnc(NC(=O)c2cc(=O)c3cc(C)c(C)cc3o2)s1	-0.8%	-2.7%	1.6%	?	-0.7%	-0.2%	-0.2%
29	COc1ccc(C(=O)Nc2ccc3nc(N4CCCCC4)cc(C)c3c2)cc1OC	0.0%	.	.	?	0.1%	?	0.3%
30	Cc1ccc(Cl)cc1Nc1sc(C(=O)c2ccccc2)c(N)c1S(=O)(=O)c1ccccc1	3.8%	4.8%	-15.8%	-35.0%	0.1%	6.3%	-3.3%
31	CCOc1ccc(NC(=O)[C@H](Cc2ccccc2)N2Cc3ccccc3C2=O)cc1	0.0%	-4.7%	-15.3%	-0.3%	0.0%	4.4%	1.1%
32	COc1ccc(-c2nc3cc(C(C)C)ccc3o2)cc1NC(=O)c1ccc(C)c(Cl)c1	2.2%	-2.7%	-17.1%	-10.8%	-1.0%	-0.6%	0.4%
33	CCN(CC)c1ccc(NC(=O)c2cc(C)nc3c2c(C)nn3-c2cccc(F)c2)c(C)c1	1.1%	1.6%	-1.7%	-15.5%	-0.2%	-3.4%	0.2%
34	CCN1CCN(c2nnc(-n3cccc3C(=O)Nc3cccc(OC)c3)s2)CC1	1.7%	-13.6%	-11.6%	-3.8%	-2.1%	?	-0.3%
35	NC(=O)c1ccccc1NC(=O)Cn1nc(Cc2cccnc2)c2ccccc2c1=O	-9.2%	-2.6%	-14.5%	-4.5%	1.6%	10.3%	0.7%
36	Cc1cccc(CNC(=O)c2ccc3oc(=O)n(Cc4ccccc4)c3c2)c1	-1.0%	10.3%	-1.3%	-24.4%	-3.9%	-3.9%	-0.1%
37	CCCCN1C(=O)C(O)(c2c(C)[nH]c3ccccc23)c2ccccc21 (stereo unspecified)	0.0%	5.3%	-10.1%	1.3%	-7.9%	?	-0.6%
38	COc1ccc(CNC(=O)c2cc3c(-c4ccccc4F)nn(C)c3s2)cc1	8.8%	28.9%	8.0%	-23.8%	-3.5%	0.2%	-1.5%
39	Cc1ccccc1Cn1cc(CCC(=O)NCc2cccc(Br)c2)c2ccccc21	2.2%	6.0%	0.8%	-11.7%	-3.6%	6.2%	2.9%
40	Cc1cc(C)n2nc(CNS(=O)(=O)c3ccccc3)nc2n1	-14.8%	-4.4%	-19.8%	-0.7%	-0.7%	15.3%	-1.4%
41	O=C(O)CCC(=O)N1CCc2cc(S(=O)(=O)NCc3ccc(F)cc3)ccc21	-3.7%	2.8%	-13.0%	-2.7%	-1.9%	3.7%	0.7%
42	COc1ccc(OC)c(NC(=O)c2cccc3c2C(=O)N(C2CCCCC2)C3)c1	8.1%	10.2%	-20.0%	-25.2%	0.5%	-3.0%	-1.3%
43	COC(=O)c1ccc(NC(=O)c2nn(C)c3c2COc2ccccc2-3)cc1	-1.1%	12.1%	14.3%	-2.2%	-3.3%	17.2%	-2.4%
44	CCOc1ccc(NC(=O)N2CCOc3ccccc32)cc1	0.2%	7.5%	-20.0%	11.4%	-0.2%	-26.6%	0.4%
45	Fc1ccc(-n2cc(-c3ccccc3)c3c(NCCc4ccccc4)ncnc32)cc1	-0.3%	8.4%	1.5%	-15.7%	-4.9%	?	0.5%
46	COc1ccc(C2=NC(c3ccccc3)=Nc3ccc(C)cc3N2)cc1	-0.7%	-3.1%	-14.0%	-8.3%	-5.5%	7.4%	-1.0%
47	CC(C)(C)OC(=O)N1CCC(c2c(C(=O)Nc3ccc4c(c3)OCCO4)cnn2-c2ccccc2)CC1	1.8%	11.5%	22.1%	?	-6.3%	-3.7%	1.4%
48	COC(=O)c1cc2oc3ccccc3c2n1Cc1nc(-c2ccccc2Cl)oc1C	-0.3%	-3.0%	8.8%	.	1.2%	.	-0.3%
49	CCOc1ccc(C(=O)Nc2ccc(C(=O)OCc3cc(=O)n4c(C)csc4n3)cc2)cc1	-1.3%	?	12.6µM*	-11.0%	-0.3%	?	-0.9%
50	COc1cccc(C(=O)NCC(c2ccc(N(C)C)cc2)N2CCOCC2)c1OC (stereo unspecified)	4.0%	-3.9%	-8.1%	-19.7%	-3.2%	-6.0%	-0.2%

Entries of single compounds as entered above. Screens in order: GALK inh | p53null 32C kill | p53null 39C tox | FH mod | TSG101-PTAP inh | NTMT1 inh | B2AR arrestin ag
Cc1cccc(CNC(=O)c2ccc3oc(=O)n(Cc4ccccc4)c3c2)c1 across the screens: -1.0% | 10.3% | -1.3% | -24.4% | -3.9% | -3.9% | -0.1%
COc1ccc(OC)c(NC(=O)c2cccc3c2C(=O)N(C2CCCCC2)C3)c1 across the screens: 8.1% | 10.2% | -20.0% | -25.2% | 0.5% | -3.0% | -1.3%
COc1ccc(C(=O)Nc2ccc3nc(N4CCCCC4)cc(C)c3c2)cc1OC across the screens: 0.0% | . | . | ? | 0.1% | ? | 0.3%
CCOc1ccc(C(=O)Nc2ccc(C(=O)OCc3cc(=O)n4c(C)csc4n3)cc2)cc1 across the screens: -1.3% | ? | 12.6µM* | -11.0% | -0.3% | ? | -0.9%

Not all compounds are listed; rates above refer to the full screens.
